VHR inh abs: VHR1 phosphatase inhibitors, primary screen, biochemical, absorbance, uHTS | Dual specificity protein phosphatase 3 (Homo sapiens), P51452 | recombinant VHR phosphatase, pNPP absorbance | inhibition, % at 13.3 µM | hit rate 0.52% among 290,000 | AID 1654, 2009; in the data active = inhibition above about 50%; also: some compounds called inactive have numbers as strong as hits
Target sequence (P51452 whole entry, looked up): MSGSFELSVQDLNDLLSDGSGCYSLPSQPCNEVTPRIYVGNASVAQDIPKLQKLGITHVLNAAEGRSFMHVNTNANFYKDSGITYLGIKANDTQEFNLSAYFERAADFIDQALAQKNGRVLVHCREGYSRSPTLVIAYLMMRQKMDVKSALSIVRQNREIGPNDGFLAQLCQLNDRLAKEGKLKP
Mtb FBA inh: Mtb FBA enzyme inhibitors, primary screen, biochemical, fluorescence, strain H37Rv; hit rate 2.3% among 360,000; AID 588726, 2011; inhibition, % at 1 µM; purified M. tuberculosis FBA, fluorescence read-out; Fructose-bisphosphate aldolase (Mycobacterium tuberculosis (strain ATCC 25618 / H37Rv)), …; in the data active = inhibition above about 27%;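 also: 0% = vehicle and 100% = reference inhibitor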
Target sequence (P9WQA3 whole entry, looked up): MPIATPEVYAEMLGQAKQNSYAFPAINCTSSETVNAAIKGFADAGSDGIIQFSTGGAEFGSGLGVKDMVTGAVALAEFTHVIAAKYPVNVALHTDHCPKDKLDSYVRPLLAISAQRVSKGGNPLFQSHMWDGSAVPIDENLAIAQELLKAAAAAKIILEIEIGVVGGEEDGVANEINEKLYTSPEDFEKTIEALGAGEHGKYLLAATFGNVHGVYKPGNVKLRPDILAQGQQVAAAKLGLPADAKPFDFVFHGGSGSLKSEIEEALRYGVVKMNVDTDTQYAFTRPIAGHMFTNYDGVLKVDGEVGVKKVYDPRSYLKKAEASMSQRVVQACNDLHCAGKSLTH
BioA inh: M. tuberculosis BioA enzyme inhibitors, primary screen, biochemical, plate reader, single point, HTS | 7,8-diaminopelargonic acid synthase BioA (Mycobacterium tuberculosis) | purified M. tuberculosis BioA enzyme | inhibition, % at 9.99 µM | hit rate 0.096% among 360,000 | AID 602481, 2012; in the data active = inhibition above about 40%
FadD28 binding: inhibitors of FadD28 bisubstrate probe binding, primary screen, biochemical, fluorescence polarization, single point | Mycobacterium tuberculosis FadD28 fatty-acid-AMP ligase | inhibition, % at 12.5 µM | hit rate 0.22% among 360,000; in the data active = inhibition above about 8.5%, passing the limit was not always enough
Mtb UGM inh: M. tuberculosis UGM enzyme inhibitors, primary screen, biochemical, fluorescence polarization, single point; UDP-galactopyranose mutase (Mycobacterium tuberculosis (strain ATCC 25618 / H37Rv)), …; purified UGM, fluorescence polarization probe displacement; inhibition, % at 10 µM; hit rate 0.06% among 320,000; AID 504406, 2011; in the data active = inhibition above about 10%, passing the limit was not always enough
GDH-TPI counter: GDH-TPI coupling enzyme inhibitors, primary screen, artefact control for M. tuberculosis FBA inhibitor project, biochemical, absorbance, full deck | hit rate 1.2% among 360,000 | inhibition, % at 4.8 µM | GDH-TPI coupled enzyme counterscreen, NADH absorbance;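 also: 0% = DMSO wells and 100% = wells lacking the enzyme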
Rv3671c inh: Rv3671c serine protease inhibitors, primary screen, biochemical, fluorescence polarization, M. tuberculosis H37Rv. P9WHR9. inhibition, % at 5.96 µM. hit rate 0.048% among 320,000. AID 2606, 2010; in the data active = inhibition above about 38%;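 also: extracellular domain of Rv3671c used as enzyme; 0% = enzyme with DMSO and 100% = no enzyme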
Target sequence (P9WHR9 whole entry, looked up, the tested form may be a part): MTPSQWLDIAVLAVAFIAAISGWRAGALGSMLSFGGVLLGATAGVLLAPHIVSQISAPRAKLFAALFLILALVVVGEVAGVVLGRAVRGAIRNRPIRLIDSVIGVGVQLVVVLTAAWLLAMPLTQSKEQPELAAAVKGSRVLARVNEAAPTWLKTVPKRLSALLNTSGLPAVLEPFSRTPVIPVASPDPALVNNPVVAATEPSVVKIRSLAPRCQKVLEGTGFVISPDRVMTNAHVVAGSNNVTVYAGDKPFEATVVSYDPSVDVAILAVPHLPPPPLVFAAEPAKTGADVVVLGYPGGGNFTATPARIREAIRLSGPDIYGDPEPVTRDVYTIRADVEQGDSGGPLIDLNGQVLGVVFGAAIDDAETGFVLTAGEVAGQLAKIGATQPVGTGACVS
MazEF act: activators of E. coli MazEF toxin-antitoxin RNase, primary screen, biochemical, fluorescence, uHTS; FAM/BHQ RNA-DNA oligo cleavage fluorescence, 5 h; hit rate 0.32% among 350,000; activation, % at 20 µM; in the data active = activation above about 50%
Target sequence (P0AE70 whole entry, looked up): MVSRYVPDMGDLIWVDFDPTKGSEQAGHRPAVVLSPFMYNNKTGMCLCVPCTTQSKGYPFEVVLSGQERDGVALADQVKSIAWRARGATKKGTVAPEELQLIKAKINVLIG
BoNT-F LC inh: BoNT/F light chain protease inhibitors, primary screen, biochemical, flow cytometry, MLPCN library | Multiplex microsphere protease cleavage assay | hit rate 0.22% among 360,000 | Botulinum neurotoxin type F light chain protease (Clostridium botulinum) | inhibition, % at 10 µM; in the data active = inhibition above about 35%, passing the limit was not always enough; also: plate controls were buffer without enzyme for full effect and enzyme alone for no effect
CCHF vOTU inh: CCHFV vOTU protease inhibitors, primary screen, biochemical, Pep-AMC substrate, fluorescence; Crimean-Congo hemorrhagic fever virus L polyprotein viral ovarian tumor (vOTU) protease …; inhibition, % at 11.5 µM; hit rate 0.55% among 370,000; AID 651958, 2012; also: 0% = vehicle wells with enzyme and 100% = no enzyme wells
Numbers without * were called inactive; x = no result given; + = active, no number. Rule as the data show it, unless noted: active = inhibition above about 30%; inactive = the rest.

| SMILES | VHR inh abs | Mtb FBA inh | BioA inh | FadD28 binding | Mtb UGM inh | GDH-TPI counter | Rv3671c inh | MazEF act | BoNT-F LC inh | CCHF vOTU inh |
| --- | --- | --- | --- | --- | --- | --- | --- | --- | --- | --- |
| CCCCc1ccc(S(=O)(=O)Nc2ccc(C)c(NS(C)(=O)=O)c2)cc1 | -27 | 4 | 0.3 | -1.7 | 4.1 | 7 | -1 | 0 | -1 | 6 |
| O=C(Nc1ccccc1F)C1CCCN1S(=O)(=O)c1ccc(Cl)cc1 (configuration not stated) | x | 0 | 0.4 | -6.1 | 1.2 | -15 | 1 | -9 | 0 | -2 |
| COC(=O)c1ccc(NC(=O)CSc2nccn2CCc2ccccc2)cc1 | 7 | -2 | -0.4 | -1.2 | 1.6 | -1 | -6 | 0 | -17 | 7 |
| Cc1ccc(S(=O)(=O)C2(C(=O)Nc3ccc(Br)cc3)CC2)cc1 | 4 | 0 | x | -2.5 | -0.4 | -2 | -22 | 5 | -1 | 2 |
| COc1cccc(Nc2nnc(SCn3nnc4ccccc4c3=O)s2)c1 | 18 | -5 | 1.1 | -4.4 | 2.7 | -1 | -8 | 14 | 16 | -4 |
| Cc1[nH]n(-c2ccc(Cl)cc2)c(=O)c1/C=N/c1nnc(-c2ccccc2)s1 | -1 | 2 | x | 3.0 | 0.5 | 7 | -40 | 3 | -3 | -7 |
| COc1ccc(NC(=O)c2sccc2SCc2cccc(C(F)(F)F)c2)cc1 | 6 | 3 | -3.4 | -1.5 | 0.0 | 15 | -14 | -8 | -5 | 2 |
| CC(C)N(CC(N)=O)C(=O)c1sc2cc(F)ccc2c1Cl | 38 | 2 | x | 0.7 | 1.3 | 22 | -2 | -2 | -2 | -18 |
| O=C(CCc1ccccc1)Nc1ccccc1OC(=O)c1ccccc1 | x | -1 | 0.4 | -1.1 | x | 9 | x | 1 | -6 | -16 |
| COC(=O)NC(=S)N1CCOCC1 | -4 | 0 | x | -1.4 | 1.9 | -6 | -1 | 4 | -2 | 0 |
| O=C(NCc1ccccn1)NC12CC3CC(CC(C3)C1)C2 | 10 | 1 | -0.4 | -1.0 | -1.0 | 11 | -6 | 8 | 1 | -3 |
| CCOc1ccc(NC(=O)COC(=O)CCCc2c[nH]c3ccccc23)cc1 | 13 | 0 | 0.7 | -1.5 | 1.3 | -6 | 2 | -3 | -3 | 5 |
| Cn1c(=O)c2c(nc3sccn32)n(C)c1=O | -5 | 0 | -3.2 | -1.2 | 3.1 | 7 | 3 | 0 | -4 | -2 |
| Cc1ccc(C)c(NS(=O)(=O)c2ccc(-n3cccn3)cc2)c1 | x | 2 | 0.2 | -2.4 | x | 11 | x | 0 | 2 | -4 |
| COc1cc(SC)ccc1C(=O)N1CCN(c2ccccc2F)CC1 | 31 | -2 | x | 0.9 | -0.8 | 6 | 9 | -8 | -4 | 12 |
| S=c1[nH]nc(Cc2ccccc2)n1Cc1ccco1 | 7 | 0 | 2.4 | -4.7 | 3.5 | -7 | 2 | -24 | 23 | 10 |
| O=C(OCC(=O)N1CCC(Cc2ccccc2)CC1)c1cc(Br)ccc1O | x | 2 | -2.0 | -0.9 | 1.1 | -4 | -11 | -3 | -1 | -7 |
| Cc1ccc(Cl)cc1NC(=S)N(CCCN1CCOCC1)Cc1ccco1 | 10 | 3 | x | -2.8 | -0.9 | 13 | -8 | -16 | -5 | 10 |
| CCCc1cc(=O)c2c(O)cccc2o1 | 14 | 3 | x | -0.6 | 0.2 | 3 | 5 | -17 | -3 | -2 |
| CN(C(=O)c1cccc(NC(=O)Cc2cccc(NC(=O)C3CCN(C(=O)CCc4ccccc4)CC3)c2)c1)C1CC1 | x | -1 | -7.0 | -4.2 | x | -4 | x | -2 | -9 | 6 |
| COc1cc(Cl)cc(C2NC(=O)NC(C)=C2C(C)=O)c1OCC(=O)O (configuration not stated) | 14 | 2 | -0.2 | -0.7 | 0.4 | 5 | 3 | 5 | -4 | -6 |
| CCOC(=O)CCc1c(C)c2ccc(OCc3nn[nH]n3)cc2oc1=O | 22 | + | 3.7 | -2.1 | -0.9 | -2 | -1 | 0 | 0 | -56 |
| CCOc1ccc2ccccc2c1CNCCN1CCOCC1 | -6 | 5 | -0.8 | 1.6 | 3.0 | 5 | 0 | 3 | -5 | -2 |
| Nc1nc2c(s1)CCc1c-2cnn1-c1ccccc1 | 17 | 11 | 2.6 | 1.2 | 3.0 | 10 | -61 | 6 | -7 | x |
| Cc1cccc(OCC(=O)Nc2cc(C)ccc2O)c1 | 0 | 1 | 0.3 | -2.2 | 0.5 | 4 | -6 | 9 | -16 | 14 |
| Cn1c(C(=O)Nc2ccccc2)cc2sccc21 | 34 | -1 | 2.5 | -1.3 | 3.0 | 8 | -10 | 7 | 7 | -1 |
| NS(=O)(=O)c1ccc(NC(=O)CSc2ccccc2)cc1 | 8 | -2 | -1.7 | -4.4 | -2.9 | 8 | 1 | 9 | 4 | -10 |
| COCCNC(=O)C1(C)CCCN(Cc2ccc(-c3ccccc3)o2)C1 (configuration not stated) | x | -1 | -0.2 | 0.3 | x | 9 | x | x | -8 | -6 |
| CCOC(=O)N1CCC(N2C(=O)c3ccccc3C2Nc2ccc(C)cc2)CC1 (configuration not stated) | 25 | 1 | 8.1 | -1.6 | -1.2 | -1 | 3 | 15 | 3 | 4 |
| O=C(/C=C/c1ccccc1[N+](=O)[O-])N1CCN(c2ccc(F)cc2)CC1 | 18 | -1 | 7.6 | -3.2 | -0.9 | 4 | -5 | -3 | 6 | 2 |
| Cc1cccc(-c2nc(CS(=O)CC(=O)NCc3cccs3)c(C)o2)c1 (configuration not stated) | 15 | 5 | -0.1 | -0.6 | -0.8 | -3 | 1 | 1 | -18 | -4 |
| COc1ccc2ccc(O)c(CN3CCN(S(=O)(=O)c4cc([N+](=O)[O-])ccc4C)CC3)c2c1 | x | 0 | 0.1 | -2.2 | -0.4 | 10 | -6 | -16 | -2 | -11 |
| CCc1noc(C)c1C(=O)N1CCN(S(=O)(=O)c2cccc(C(F)(F)F)c2)CC1 | x | -2 | -0.2 | x | 0.1 | -1 | -3 | 9 | -4 | 14 |
| COc1ccccc1C(=O)NC(=O)COC(=O)CNC(=O)c1ccc(Cl)cc1Cl | x | -2 | -0.7 | -3.0 | 1.3 | -12 | 1 | 5 | 5 | 2 |
| CC1=CC2=NC(=O)/C(=C\c3ccc(-c4cccc(Cl)c4)o3)C(=N)N2O1 | 15 | 0 | x | -2.3 | 0.5 | 0 | -25 | 84* | 1 | -11 |
| CN(C)c1cccc2c(S(=O)(=O)NCc3ccc(S(N)(=O)=O)cc3)cccc12 | 13 | 6 | 1.3 | -1.7 | 1.1 | 4 | 4 | 2 | 3 | 17 |
| CCN(CC(=O)NC1CCS(=O)(=O)C1)S(=O)(=O)c1c(C)c(C)cc(C)c1C (configuration not stated) | x | -1 | x | 0.5 | 2.4 | 1 | 7 | -8 | 0 | 0 |
| CN(c1ccc(O)cc1)S(=O)(=O)c1ccc2ccccc2c1 | 25 | 1 | 3.9 | x | 0.3 | 3 | -8 | 3 | 1 | 11 |
| CCn1c(CNC(=O)c2ccccc2Br)nnc1SCC(=O)NC1=NCCS1 | 18 | 0 | -1.3 | 0.5 | -1.1 | 13 | 5 | 9 | -10 | -7 |
| CCN(CC)C(=O)CN(c1cc2c(cc1OC)oc1ccccc12)S(=O)(=O)c1ccc(C)cc1 | 12 | -1 | -2.8 | -1.3 | 0.9 | 17 | -14 | -4 | 3 | 30* |
| CCCCCCn1c(=O)n2n(c1=O)C[C@]1(OC(=O)NC3CC3)CN(S(=O)(=O)c3ccc(C)cc3)C[C@]1(O)C2 | x | 5 | 1.0 | -0.1 | x | -6 | x | 6 | 1 | 10 |
| COC(=O)CSc1nsc(SCC(=O)OC)n1 | 8 | -1 | 1.0 | 0.0 | 2.4 | 7 | -5 | 4 | -3 | -4 |
| Cc1cc(NC(=O)c2ccc(Cl)cc2Cl)no1 | 11 | 3 | -0.3 | -2.1 | 1.3 | 1 | -2 | -6 | 13 | -2 |
| CCN(CC)C(=O)C1=C(C)N(CCCN2CCCC2=O)C(=O)C(CC(=O)NCC2CCCCC2)C1 (configuration not stated) | x | 2 | 2.2 | -1.5 | x | 7 | x | 2 | -2 | 5 |
| Cc1sc(NC(=O)c2c(F)cccc2F)nc1-c1ccccc1 | 30 | 1 | -0.4 | -5.0 | -0.3 | 1 | -12 | 8 | x | 0 |
| Nc1cc(=O)[nH]c(SCC(=O)Nc2cccnc2Cl)n1 | 12 | -1 | -0.5 | -0.9 | -1.0 | 4 | 1 | -6 | 6 | -2 |
| CC(=O)OCn1nnc2ccccc2c1=O | 18 | -3 | 1.4 | -0.4 | -0.3 | -4 | 3 | 3 | 5 | -10 |
| COc1ccc(C(=O)Nc2nncs2)cc1S(=O)(=O)N1CCOCC1 | 2 | 0 | 0.7 | -0.6 | 0.4 | -6 | 3 | 6 | 2 | 14 |

Of the compounds above, 2 contain a CF3 group.
| SMILES | VHR inh abs | Mtb FBA inh | BioA inh | FadD28 binding | Mtb UGM inh | GDH-TPI counter | Rv3671c inh | MazEF act | BoNT-F LC inh | CCHF vOTU inh |
| --- | --- | --- | --- | --- | --- | --- | --- | --- | --- | --- |
| COc1ccc(NC(=O)c2sccc2SCc2cccc(C(F)(F)F)c2)cc1 | 6 | 3 | -3.4 | -1.5 | 0.0 | 15 | -14 | -8 | -5 | 2 |
| CCc1noc(C)c1C(=O)N1CCN(S(=O)(=O)c2cccc(C(F)(F)F)c2)CC1 | x | -2 | -0.2 | x | 0.1 | -1 | -3 | 9 | -4 | 14 |

Going on with the list.
| SMILES | VHR inh abs | Mtb FBA inh | BioA inh | FadD28 binding | Mtb UGM inh | GDH-TPI counter | Rv3671c inh | MazEF act | BoNT-F LC inh | CCHF vOTU inh |
| --- | --- | --- | --- | --- | --- | --- | --- | --- | --- | --- |
| CC(=O)Nc1ccc(C(=O)OCC(=O)Nc2c(F)cccc2F)cc1 | -9 | -1 | -2.2 | -2.9 | 1.8 | 3 | -2 | 3 | -1 | -10 |
| COc1ccc(S(=O)(=O)N2CCN=C2SCc2cccc(C)c2)cc1 | 32 | 1 | -0.6 | -3.7 | -1.0 | 4 | -1 | 1 | 8 | 10 |
| CCOc1ccc(C=NC23CN4CN(CN(C4)C2)C3)cc1 | 6 | -5 | 0.0 | -0.6 | -2.0 | -1 | 4 | -6 | -4 | -14 |
| CCN(CC)C1Oc2cc3c(cc2C(c2cccc(OC)c2O)C1C)OCO3 (configuration not stated) | x | 1 | x | 0.5 | x | 4 | x | 4 | -1 | 17 |
| COc1cc(/C=N\NC(C)=O)ccc1OC/C=C/c1ccccc1 | 32 | 0 | -0.4 | -1.8 | 2.0 | 5 | x | -2 | -11 | -11 |
| CC1(C)Cc2c(cnn2-c2ccccc2)C(NC(=O)CCCn2cncn2)C1 (configuration not stated) | 11 | 0 | -1.9 | -0.7 | 3.3 | 4 | x | -7 | -13 | 4 |
| O=S(N1CCCCC1)C12CC3CC(CC(C3)C1)C2 (configuration not stated) | 8 | 1 | x | 1.5 | -2.2 | 7 | -2 | 7 | 0 | -5 |
| Cc1cccc(C)c1NC(=O)CN(C)C(=O)c1ccc(NS(=O)(=O)c2ccc3[nH]c(=O)[nH]c3c2)cc1 | x | 2 | -1.8 | -2.1 | x | 3 | 0 | 4 | -59 | -11 |

2 compounds from above with just FadD28 binding and BioA inh:
compound	FadD28 binding	BioA inh
O=S(N1CCCCC1)C12CC3CC(CC(C3)C1)C2 (configuration not stated)	1.5	x
Cc1cccc(C)c1NC(=O)CN(C)C(=O)c1ccc(NS(=O)(=O)c2ccc3[nH]c(=O)[nH]c3c2)cc1	-2.1	-1.8
